MC4R antagonist – human MC4R antagonism in cAMP assay; MC4R-expressing cells, MTII-stimulated cAMP, LANCE TR-FRET; inhibition, % at 6.5 µM; 360,000 compounds, 0.48% hits; AID 540295;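 active means inhibition above its plate's cutoff, the mean of tested wells on that plate plus 3 SD, cut at about 29% in these data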;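 further: 0% = Melanotan II alone and 100% = Melanotan II plus saturating MCL0020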
Target sequence (P32245 whole entry, looked up): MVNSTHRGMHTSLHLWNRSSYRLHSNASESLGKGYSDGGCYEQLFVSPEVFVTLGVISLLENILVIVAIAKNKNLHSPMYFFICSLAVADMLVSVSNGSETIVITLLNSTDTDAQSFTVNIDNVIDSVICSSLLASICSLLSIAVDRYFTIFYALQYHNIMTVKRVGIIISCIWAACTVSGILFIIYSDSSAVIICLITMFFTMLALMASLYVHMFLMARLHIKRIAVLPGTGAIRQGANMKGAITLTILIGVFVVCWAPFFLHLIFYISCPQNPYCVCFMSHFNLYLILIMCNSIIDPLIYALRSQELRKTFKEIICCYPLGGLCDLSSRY
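System – human MC4R-expressing U2OS cells · Also added – Melanotan II · Dosing – one concentration, 6.5 µM nominal · Timing – 30-min compound, 1-h challenge, 1-h detection, room temperature · Measured by – Eu-cAMP/anti-cAMP TR-FRET, emission 671 nm · Replicates – singlicate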
N-glyco inh – N-linked glycosylation inhibition. D54 ERlucT glycosylation luciferase reporter, 24 h; percent of 100 nM tunicamycin response. 360,000 compounds, 0.23% hits. AID 588692. reporter increase, % at 12.5 µM;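 active means mean luciferase reporter signal, scaled so untreated is 0 and the glycosylation-blocking control 100, at or above a set limit in every replicate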;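 further: luciferase carries N-glycosylation sites so blocking glycosylation raises the light; 0% = median of neutral control wells and 100% = median of 100 nM tunicamycin wells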
aDG glyco up – increases alpha dystroglycan glycosylation | Pro5-aDG cells, alpha-DG glycosylation AlphaScreen (IIH6); 0% Pro5, 100% B10-LARGE cell signal | activation, % at 10 µM | 360,000 compounds, 0.22% hits;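 active means activation of at least 8% versus controls, or a plate z-score of at least 8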;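 further: Pro5 are CHO cells carrying HIG-tagged alpha-DG that lacks glycosylation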
m5-HT2A agonist – activates the mouse 5-HT2A serotonin receptor; AID 624169; P35363; CHO-K1 mHTR2A beta-arrestin complementation, luminescence; percent of 30 µM serotonin response; activation, % at 7.6 µM; 360,000 compounds, 0.66% hits;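 active means activation above a run cutoff, the mean activation of all tested compounds plus 3 SD, cut at about 14% in these data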;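 further: 0% = plate median of compound wells and 100% = 30 µM serotonin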
Target sequence (P35363 whole entry, looked up): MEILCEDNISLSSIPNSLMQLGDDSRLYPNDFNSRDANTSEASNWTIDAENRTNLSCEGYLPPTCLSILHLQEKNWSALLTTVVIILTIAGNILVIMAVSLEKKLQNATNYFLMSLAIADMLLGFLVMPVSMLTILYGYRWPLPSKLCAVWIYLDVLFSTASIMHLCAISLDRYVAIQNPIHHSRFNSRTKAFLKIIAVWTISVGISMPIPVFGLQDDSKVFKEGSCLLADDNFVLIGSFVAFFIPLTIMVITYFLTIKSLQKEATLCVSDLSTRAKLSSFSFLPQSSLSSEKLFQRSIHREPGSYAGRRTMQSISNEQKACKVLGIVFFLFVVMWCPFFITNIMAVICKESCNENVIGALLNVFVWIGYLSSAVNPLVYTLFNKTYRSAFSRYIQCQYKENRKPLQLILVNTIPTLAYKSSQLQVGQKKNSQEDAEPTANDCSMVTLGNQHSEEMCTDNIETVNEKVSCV
ABHD5-PLIN5 inh – inhibitors of human ABHD5-perilipin-5 interaction; Q00G26+Q8WTS1; Split G. princeps luciferase complementation, luminescence, 4 h; inhibition, % at 4 µM; 360,000 compounds, 0.78% hits; AID 602281;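 active means inhibition above the mean inhibition across every tested compound plus 3 SD, cut at about 22% in these data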;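 further: 0% = DMSO only wells and the 100% control is not disclosed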
H9c2 protect – protects H9c2 cardiomyocytes from peroxide injury. H2O2 injury protection, ATPLite, 2 h. protection from H2O2 cell death, % at 20 µM. 360,000 compounds, 0.63% hits. AID 588492;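 active means compounds giving at least 50% protection of heart cells from peroxide-induced death in the single-dose screen, raw or plate-pattern-corrected value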;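 further: 0% = DMSO wells with peroxide and 100% = DMSO wells without peroxide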
Granule exo inh – blocks lytic granule exocytosis; TALL-104 LAMP-1 surface exposure, flow cytometry; cells stimulated with thapsigargin and PMA; inhibition, % at 10 µM; 360,000 compounds, 0.66% hits; AID 651702;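 active means inhibition above about 55%, limit read from the data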
hiPSC survival – enhancers of human iPSC single-cell survival; 360,000 compounds, 0.044% hits; survival enhancement, % at 20 µM; hiPSC single-cell survival, ATPlite luminescence; 100% = ROCK inhibitor wells, 0% = DMSO; in the data active means survival enhancement above about 18%;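 further: cells exposed to compounds for 16 hours before the ATP read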
MC4R ag barr – activates human MC4R beta-arrestin recruitment | P32245 | 360,000 compounds, 0.98% hits | activation, % at 8.9 µM | U2OS MC4R beta-arrestin complementation, luminescence; percent of melanotan II response, DMSO zero;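 active means activation above a per-plate cutoff, the mean activation of sample wells on that plate plus 3 SD, cut at about 8% in these data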
ABCB6 inh 2 – human ABCB6 transporter inhibition; K562-ABCB6 porphyrin accumulation, flow cytometry, 1 h; hits give low values; fluorescence ratio to DMSO, % at 10 µM; 360,000 compounds, 0.19% hits;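 active means fluorescence ratio to DMSO below 75%, the collection mean minus 3 SD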;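 further: signal is porphyrin accumulated inside mitochondria; 100% equals median channel fluorescence of DMSO control wells; lower ratio means ABCB6 inhibition with less porphyrin fluorescence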
* = called active by the depositor; / = not tested or not shown; & = joins results of further samples; ! = a repeat was not active.

SMILES	MC4R antagonist	N-glyco inh	aDG glyco up	m5-HT2A agonist	ABHD5-PLIN5 inh	H9c2 protect	Granule exo inh	hiPSC survival	MC4R ag barr	ABCB6 inh 2
CC(=O)Nc1ccc(C(=O)NC2CCSc3ccccc32)cc1 (stereo not drawn)	-8	/	0.1	-2	-1	0	-5	-0.1	-3.8	92
COc1ccc(CCn2c(=N)c(C(=O)NCC3CCCO3)cc3c(=O)n4ccccc4nc32)cc1 (stereo not drawn)	-5	5	0.3	-6	7	-10	-4	-0.2	-1.5	97
COCC(=O)N(CCc1ccccc1)Cc1cc2cc(C)ccc2nc1Cl	-3	0	0.4	7	-1	-2	-3	-0.7	-0.8	98
CCCCNS(=O)(=O)c1ccc(NC(=O)C(Sc2ccccc2)c2ccccc2)cc1 (stereo not drawn)	20	-7	1.0	-4	-7	-13	9	-0.2	3.5	100
Cc1cccc(OCC(=O)Nc2cccc3nsnc23)c1	-1	2	0.1	2	6	-3	0	1.2	0.2	102
C=C(C)Cn1c(CCn2c3ccccc3c3ccccc32)n[nH]c1=S	13	-2	0.1	4	-7	1	0	1.1	0.3	91
CCc1nc2ccc(C(=O)NCc3ccc4c(c3)OCO4)cn2c1N(CC)CCN(C)C	21	0	-0.1	-11	-1	6	-4	1.8	-0.5	102
CC1Cc2ccccc2N1S(=O)(=O)c1cccc(C(=O)OCC(=O)N2CCOCC2)c1 (stereo not drawn)	15	-2	-0.2	-2	-1	9	2	3.2	-1.3	95
Cc1ccc(NC(=O)C(c2ccc(Cl)cc2)N2CCOCC2)cc1 (stereo not drawn)	5	2	0.3	4	-4	1	-2	-1.6	-0.7	105
Cc1ccc(O)c(-c2cc(C(=O)Nc3ccc(S(=O)(=O)Nc4nccc(C)n4)cc3)[nH]n2)c1	10	2	-0.1	-3	11	-5	2	1.1	0.3	93
COc1cccc(N=C2CC(C)(C)CC(=O)/C2=C(/O)c2ccccc2)c1	1	0	-0.4	-2	-2	6	-2	-0.5	1.0	93
CC(=O)c1ccc(N2CCN(C(=O)Cn3cnc(S(=O)(=O)N4CCCCC4)c3)CC2)cc1	2	1	-0.2	5	6	-2	4	-0.3	-1.5	94
Cc1ccc2c(c1)N(CCCC(=O)NCC1COc3ccccc3O1)C(=O)CO2 (stereo not drawn)	10	1	0.7	1	4	-3	-4	5.4	-1.8	91
Cc1ccc(S(=O)(=O)CCC(=O)N(CCCN2CCOCC2)c2nc3ccccc3s2)cc1	25	-14	-0.3	-6	3	-12	65*	0.0	-0.1	97
CN(CC(=O)Nc1ccccc1Br)C(=O)CCc1ccccc1	7	2	-0.1	6	6	4	-7	-0.6	-1.3	100
O=C(N/N=C/c1cccc([N+](=O)[O-])c1)c1cc[n+](CCO)cc1	5	-1	0.0	3	-4	2	-2	0.0	0.2	103
O=C(Cn1c(C(F)(F)F)nc2ccccc21)Oc1cccc(C(F)(F)F)c1	-1	3	1.8	1	9	-1	3	-2.5	3.8	97
Cc1ccc(NC(=O)CSc2nc(=O)cc(N)n2CCc2ccccc2)cc1	3	1	0.0	-5	-8	6	3	-0.8	-3.2	98
C[C@@H]1CCCCO[C@H](CN(C)Cc2ccc3c(c2)OCO3)[C@H](C)CN([C@@H](C)CO)C(=O)c2cc(NC(=O)c3ccccc3)ccc2O1	4	-2	0.2	-5	6	-4	5	-0.2	-0.2	93
Clc1ccc2nc(-c3ccc(Br)s3)cn2c1	7	-17	-0.1	2	-20	-14	2	-3.1	-0.6	104
C[C@H]1CN([C@@H](C)CO)C(=O)Cc2cc(NC(=O)Cn3cnnn3)ccc2O[C@H]1CN(C)Cc1ccncc1	4	3	0.0	6	0	2	2	-2.6	0.0	103
c1ccc(Oc2cccc3cccnc23)nc1	2	1	-0.1	-2	-4	-1	-4	-0.1	-1.7	91
Cc1cccc(C2c3[nH]c4ccccc4c3CCN2C(=O)c2cc(C(C)C)nc(N)n2)n1 (stereo not drawn)	2	-2	0.1	-9	-1	-7	-2	1.2	-1.5	86
CC1CCc2c(sc(NC(=O)COC(=O)c3ccc(O)cc3)c2C#N)C1 (stereo not drawn)	10	2	0.1	6	-13	-14	-13	0.4	0.3	97
COC(=O)C1C(c2ccc(N(C)C)cc2)C(C(=O)OC)S(=O)(=O)CS1(=O)=O (stereo not drawn)	8	3	-0.1	3	-1	2	-6	-1.8	-2.2	94
COc1ccc(/C=N/NC(=O)c2c(C)nnn2-c2nonc2N)cc1OC	2	-1	-0.2	-3	-5	-3	-1	-0.4	-1.6	99
Cn1c(=O)c2c(SCC(=O)Nc3nccs3)nc(C3CC3)nc2n(C)c1=O	4	-5	0.3	2	-1	0	5	-0.5	-1.9	161
O=C(O)CN1C(=O)/C(=C/c2ccccc2Br)Oc2ccccc21	7	3	-0.1	1	4	3	2	1.3	1.1	100
COc1ccc(-c2cc(C(F)(F)F)nc(-n3cc(Br)cn3)n2)cc1	8	/	0.0	6	2	-4	6	-1.5	0.1	110
Cc1ccc(-c2c(C#N)c(N)n3c(nc4ccccc43)c2C#N)cc1	6	-5	-0.1	5	-12	-28	7	-0.2	2.8	118
COc1ccc(NC(=O)[C@H](COCc2ccccc2)NC(=O)OC(C)(C)C)cc1	14	-3	-0.1	1	4	-4	2	2.0	-1.3	97
CCC1CCCCN1C(=O)CSc1nc2c(cnn2-c2ccc(C)cc2)c(=O)[nH]1 (stereo not drawn)	11	8	-0.3	7	9	-4	19	-0.3	0.6	93
Cc1ccccc1CCNC(=O)C1CCC(=O)N(Cc2ccc(Cl)cc2)C1 (stereo not drawn)	2	3	-0.4	-6	-3	1	-7	0.0	-4.9	101
CN(C)CCN(C(=O)CN1C(=O)c2ccccc2C1=O)c1nc2cc3c(cc2s1)OCO3	-2	2	0.1	-6	-1	5	-1	-0.3	-1.1	98
COc1ccccc1NS(=O)(=O)c1cccc(C(=O)N2CCN(C/C=C/c3ccccc3)CC2)c1	20	-2	-0.2	-8	4	1	-1	-0.4	-1.8	95
O=S(=O)(c1ccccc1)N1CCN(Cc2nnc(-c3ccccc3)o2)CC1	6	0	-0.1	0	-4	-4	-1	-3.0	-1.1	100
COc1ccc(OC)c(NC(=O)CSc2ncccn2)c1	8	1	0.0	-3	-1	7	12	2.9	-0.1	98
CCCCN(C)CCC(=O)Nc1ccc(OC)cc1OC	-2	-4	0.2	2	1	-1	1	-1.3	0.2	89
CCOc1cccc(=O)c2c(C)n(C)c(C)c12	6	3	0.0	-4	4	2	0	-2.5	-4.4	101
CC1(C)Cc2ccccc2-c2c1c(=O)n(Cc1ccccc1)c1nnnn21	0	-3	-0.2	-3	-5	-3	-2	1.5	-1.2	98
Cc1cc(C)c(C#N)c(SCC(=O)N2CCCCC2)n1	-1	1	0.1	-1	-6	3	2	0.1	-1.8	89
Cc1c(C(=O)N2CCOCC2)[nH]c2c1C(=O)CC(c1ccc(Cl)cc1)C2 (stereo not drawn)	7	-10	-0.1	-2	6	1	-2	-2.1	-1.4	99
Cc1cccc(-n2nnc(C(=O)NCc3ccc4c(c3)OCO4)c2N)c1	-4	0	0.1	-7	2	3	-1	1.1	-1.8	90
COc1cc(NC(=O)c2cncc(-c3ccc(C#N)cc3)c2)cc(C(=O)Nc2cccc(C(F)(F)F)c2)c1	9&-4	10&2	0.1&2.8	7&-1	0&0	-9&-1	-4&-4	-2.1&-1.1	10*!	95&95
CCOC(=O)C1CCN(C(=O)c2cc3c(=O)n4ccccc4nc3n2C)CC1	-2	1	0.1	3	5	2	1	0.0	0.9	98
CCOC(=O)C1C(=O)C=C(c2ccc(OC)cc2)CC1c1ccco1 (stereo not drawn)	2	-2	-0.1	-6	3	-7	-6	0.1	-0.7	99
CCOC(=O)C(=CNNc1ccccc1)C(=O)OCC	-3	2	0.1	6	0	6	16	0.2	0.6	101
CC(C)C1Oc2ccccc2N(CC(=O)N2CCOCC2)C1=O (stereo not drawn)	-1	3	0.0	3	1	-3	-1	0.1	-1.8	101
O=C1C(Cc2ccccc2)Nc2ncnc(N3CCOCC3)c2N1Cc1ccc(Br)cc1 (stereo not drawn)	10	-1&2	0.2&0.0	-7&-11	-6&-4	8&6	-5&0	-0.1&0.1	-2.1	95&99
CCOc1ccc(C2NC(=O)NC(C)=C2C(=O)OC)cc1C (stereo not drawn)	1	3	-0.1	-4	-1	-13	6	-0.1	-0.8	97

Going on with the list.
SMILES	MC4R antagonist	N-glyco inh	aDG glyco up	m5-HT2A agonist	ABHD5-PLIN5 inh	H9c2 protect	Granule exo inh	hiPSC survival	MC4R ag barr	ABCB6 inh 2
CCOC(=O)CNC(=O)CSc1nc2cccnc2n1Cc1ccccc1	13	-2	1.3	2	1	16	1	3.7	-2.4	96
CN1CCN(c2ncnc3c2ncn3[C@H]2CN(Cc3ccc(Cl)cc3)C[C@@H](CO)O2)CC1	-7	0	0.2	2	14	0	0	0.0	2.0	93
COc1ccc(-c2ccc(=O)n(CC(=O)NCC3COCCO3)n2)cc1 (stereo not drawn)	15	1	0.2	1	6	-3	-1	-0.1	0.5	99
Cc1ccc(/C=C/C(=O)N2CCCC(C)C2)cc1 (stereo not drawn)	3	-11	-0.4	-3	2	-8	9	-2.3	-0.3	105

Compounds from the list above with an aryl thioether with sulfur outside any ring:
SMILES	MC4R antagonist	N-glyco inh	aDG glyco up	m5-HT2A agonist	ABHD5-PLIN5 inh	H9c2 protect	Granule exo inh	hiPSC survival	MC4R ag barr	ABCB6 inh 2
CCCCNS(=O)(=O)c1ccc(NC(=O)C(Sc2ccccc2)c2ccccc2)cc1 (stereo not drawn)	20	-7	1.0	-4	-7	-13	9	-0.2	3.5	100
Cc1ccc(NC(=O)CSc2nc(=O)cc(N)n2CCc2ccccc2)cc1	3	1	0.0	-5	-8	6	3	-0.8	-3.2	98
Cn1c(=O)c2c(SCC(=O)Nc3nccs3)nc(C3CC3)nc2n(C)c1=O	4	-5	0.3	2	-1	0	5	-0.5	-1.9	161
CCC1CCCCN1C(=O)CSc1nc2c(cnn2-c2ccc(C)cc2)c(=O)[nH]1 (stereo not drawn)	11	8	-0.3	7	9	-4	19	-0.3	0.6	93
COc1ccc(OC)c(NC(=O)CSc2ncccn2)c1	8	1	0.0	-3	-1	7	12	2.9	-0.1	98
Cc1cc(C)c(C#N)c(SCC(=O)N2CCCCC2)n1	-1	1	0.1	-1	-6	3	2	0.1	-1.8	89
CCOC(=O)CNC(=O)CSc1nc2cccnc2n1Cc1ccccc1	13	-2	1.3	2	1	16	1	3.7	-2.4	96

Assay outcomes (PubChem)

The order is random; about 4.5% have a hit in one of these screens.
